KDM5B inhibitor: Primary screen for KDM5B Histone Demethylases FDH-coupled qHTS. Lysine-specific demethylase 5B (Homo sapiens), Q9UGL1. KDM5B demethylase, FDH-coupled NADH fluorescence (FDH is formaldehyde dehydrogenase). Potency, µM (top dose mostly 57.7 µM), inactives show top-dose activity change, negative = inhibition, usual class: inhibitors. actives 2.6% (n = 220,000). AID 1347165, 2019; active = well fitted inhibition curve with a large enough effect; inconclusive = small, poorly fitted or top-dose-only effect; inactive = no such curve, though single readings can be large or run the other way; also: 0% is about no effect; nearly all actives have a fitted effect of over 70% in size
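Here, H3K4me3 peptide (12.5 µM in substrate mix) is demethylated by KDM5BΔAP, 200 nM final, after 10 min compound exposure. Formaldehyde product is coupled through FDH (0.25 U/mL in mix) to NADH fluorescence; 30-min ΔRFU feeds dose-response curves.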
Starred values were filed as active, the others as inactive; i = inactive; ? = inconclusive; & = joins results of further samples; [ ] = another dose, or the depositor's remark. Potency is read from the fitted curve at half-maximal effect. Not all compounds are listed, so the mix of outcomes need not match the whole.

SMILES	KDM5B inhibitor
CN1CCN(CCNC(=O)c2cc(-c3ccccc3)cn2C)CC1	-13%
COc1cccc(NC(=O)Cn2c(N3CCCCC3)nc(C)c(C)c2=O)c1	-14%
Cc1cc(C(C)(C)C)cc(C)c1S(=O)(=O)N1CCN(Cn2ncc3ccccc3c2=O)CC1	57%[activator]
CS(=O)(=O)N1CCC(OC2CCN(C(=O)Nc3ccc4c(c3)OCCO4)CC2)CC1	14%
CCOC(=O)C1CCN(Cc2cc(=O)oc3cc(C)c(O)cc23)CC1	-2%
CC(Sc1nnc(N2CCOCC2)n1-c1ccccc1)C(=O)c1ccc(Br)cc1 (stereo not given)	6%
CCOc1ccc(N2CC(NC(=O)CC(C)(C)C)CC2=O)cc1 (stereo not given)	-10%
Cc1ccc(-c2csc(/C=C/c3cccc(O)c3)n2)cc1	?
COc1ccccc1CN1CCNC(=O)C1=O	-1%
CCNC(=O)c1noc(-c2ccc[nH]c2=O)n1	i
Cc1ccc(C)c(C(C)NC(=O)C2CCCCC2)c1 (stereo not given)	10%
Cc1ccc(C)n1-c1c(C(=O)NCCN2CCN(C)CC2)sc2ncccc12	?
CCc1ccccc1-n1nnc(-c2nc(-c3ccccc3F)no2)c1C	3%&-11%
COc1ccc(CCCN2C(=O)O[C@@H]3CN(c4nc(C)cc(C)n4)C[C@@H]32)cc1	-7%
C/C(=N/NC(=O)c1ccc(C)cc1)C(C)(C)C	9%
O=C(N1CCC(N2CC(OCC3CC3)C23CCOCC3)CC1)C1(c2ccccc2)CC1 (stereo not given)	-6%
O=C(N[C@@H]1CN(C2CCCCC2)C[C@H]1CO)c1cccnc1	-28%
Cc1ccc2c(C)c(C(=O)N3CCOCC(CO)C3)oc2c1 (stereo not given)	8%
Cc1ccc2c(-c3ccc(NC4CC4)nn3)cccc2n1	?
C[C@@H](NC(=O)OC(C)(C)C)C(=O)NCC1CCC(C(=O)N[C@@H](Cc2ccccc2)C(=O)O)CC1 (stereo not given in full)	?
Cc1cn2nc(C(=O)Nc3ccccc3)cc2c(N(C)Cc2ccccc2)n1	28µM*
CCOc1ccc(-c2nc(C3CC(=O)N(c4ccc(F)c(Cl)c4)C3)no2)cc1OCC (stereo not given)	32µM*
CCCOc1ccccc1Oc1ncccc1CNC(=O)Nc1ccc2c(c1)OCCCO2	8%
CCC(=O)Nc1ccc(S(=O)(=O)NCCn2nc(-c3ccccc3)ccc2=O)cc1	19%
CCc1ccc2c(CN3CCc4ccccc43)cc(=O)oc2c1	-2%
NC(=O)COc1ccc(/C(Cc2ccccc2)=N/O)c(O)c1	13%
CC(C)(O)P(=O)(O)CCc1ccccc1	-8%
CCOc1ccccc1CN1CCCCCCNC(=O)CC1c1ccccc1 (stereo not given)	1%
CNc1c(NS(=O)(=O)c2ccc(Br)cc2)c(=O)oc2ccccc12	?
Cc1cc(C)cc(OCc2cc(=O)n3nc(C)sc3n2)c1	-18%

Some of these compounds in order of number of heavy atoms, largest number first:
SMILES	KDM5B inhibitor
C[C@@H](NC(=O)OC(C)(C)C)C(=O)NCC1CCC(C(=O)N[C@@H](Cc2ccccc2)C(=O)O)CC1 (stereo not given in full)	?
CCCOc1ccccc1Oc1ncccc1CNC(=O)Nc1ccc2c(c1)OCCCO2	8%
CCOc1ccc(-c2nc(C3CC(=O)N(c4ccc(F)c(Cl)c4)C3)no2)cc1OCC (stereo not given)	32µM*
CCC(=O)Nc1ccc(S(=O)(=O)NCCn2nc(-c3ccccc3)ccc2=O)cc1	19%
CCOc1ccccc1CN1CCCCCCNC(=O)CC1c1ccccc1 (stereo not given)	1%
CNc1c(NS(=O)(=O)c2ccc(Br)cc2)c(=O)oc2ccccc12	?
Cc1cc(C)cc(OCc2cc(=O)n3nc(C)sc3n2)c1	-18%

5 compounds already listed, arranged by the value under KDM5B inhibitor, high to low:
SMILES	KDM5B inhibitor
CCC(=O)Nc1ccc(S(=O)(=O)NCCn2nc(-c3ccccc3)ccc2=O)cc1	19%
NC(=O)COc1ccc(/C(Cc2ccccc2)=N/O)c(O)c1	13%
CCOc1ccccc1CN1CCCCCCNC(=O)CC1c1ccccc1 (stereo not given)	1%
CCc1ccc2c(CN3CCc4ccccc43)cc(=O)oc2c1	-2%
O=C(N1CCC(N2CC(OCC3CC3)C23CCOCC3)CC1)C1(c2ccccc2)CC1 (stereo not given)	-6%

Remaining list, next part
SMILES	KDM5B inhibitor
Cc1nnc2n1CCC(N(C)C(=O)c1ccc3[nH]ccc3c1)CC2 (stereo not given)	-22%
Cc1ccc(-c2[nH]ncc2CNCc2ccccc2)cc1	14%
O=C(c1cc(F)cc(F)c1)N1CC(c2nnc(-c3ccncc3)o2)C2(CCOCC2)C1 (stereo not given)	-12%
CCc1ccccc1NC(=O)N1CCC(N(CCC(C)C)C2CCOCC2)CC1	5%
COc1ccccc1OCCNC(=O)CC1CCOCC1	8%
CCCOc1ccc(NC(=O)CC2C(=O)N(c3ccc(C)cc3)C(=O)N2C2CCCC2)cc1 (stereo not given)	-12%
CC(=O)N1CC[C@H](c2nc3cc(F)ccc3o2)C1	-17%[115 µM]
COc1ccccc1C(=O)Oc1ccc(F)cc1C(=O)/C=C/c1ccccc1Cl	-13%
Cc1c(C#N)c(NC(=O)CN(CC(N)=O)C(C)C)n(Cc2ccco2)c1C	0%
COc1ccc(C(=O)CN2Cc3ccccc3C2=N)cc1	2%
COc1cc(Nc2nc3ccccc3nc2NS(=O)(=O)c2ccc(C)cc2)cc(OC)c1	-9%
C[C@H]1[C@@H]2[C@@H](O)C([C@H](C)C(=O)NCc3ccco3)CC[C@@]2(C)CC[C@@H]1NC(=O)c1cncnc1 (stereo not given in full)	?
CC(NC(=O)c1ccccc1)C1CC2CCC1C2 (stereo not given)	22%
CN(C)CCCNCCCN	14%
CCOC(=O)CNc1nc(Cl)nc(Nc2ccc(Cl)cc2)n1	13%
CCc1nc2c(c(NCCn3nc(C)c(CC)c3C)n1)CCNCC2	-6%
CCOC(=O)c1ccc(NC(=O)CSc2nc3c(-c4ccccc4)c[nH]c3c(=O)n2CC)cc1	10%
COC(=O)c1sc2nc(CN(C)Cc3ccc(F)cc3)[nH]c(=O)c2c1C	?
O=C(NC[C@H]1O[C@@H](CC(=O)N2CCN(c3ccccc3)CC2)[C@H](O)[C@@H]1O)c1ccc(F)c(Cl)c1	13%
CC(=O)Nc1ccc(S(=O)(=O)N2CCCCCC2c2ccc(C)s2)cc1 (stereo not given)	-8%
CC(C)(C)N1Cc2nnn(Cc3ccccc3)c2-c2cc(F)ccc2S1(=O)=O	19%
COc1ccccc1-c1noc(-c2nc(-c3ccncc3)no2)n1	?
COCCN1C(=O)N(CCc2ccccc2)C(=O)C12CCN(C/C=C/c1ccccc1)CC2	12%
CCc1noc(C)c1C(=O)N1CCC(c2[nH]ncc2-c2ccccc2C)CC1	6%
COc1ccc(NS(=O)(=O)c2cc(C(=O)N3CCc4sccc4C3)ccc2Cl)cc1	5%
COc1cccc(N2CCN(S(=O)(=O)c3ccc(-n4cnnn4)cc3)CC2)c1	18%
C/C=C/C(=O)OCC(=O)c1ccc(Br)s1	21%
COc1ccc(CCN(CC2CCN(C)CC2)C(=O)C2CC23CCC3)cc1 (stereo not given)	35%[activator]
COc1ccc(CN2CCOCCNC(=O)CC2)cc1Cc1c(C)noc1C	-25%
Cc1cc(C)nc(SCCS(=O)c2ccc(C(C)(C)C)cc2)n1 (stereo not given)	19%
Cc1cccc(CNCc2ccco2)c1	?
COc1cccc(CN2C[C@@H](CO)[C@H](C(=O)N(C)C)C2)c1	-5%
Cc1ccc(NC(=O)N2CC[C@@H]3C(=O)NCCCCCCN(Cc4ccncc4)[C@@H]3C2)cc1C	?
Fc1ccc(OCc2nc(-c3ccccc3)no2)cc1	18%
CCNC(=O)NC(=O)COC(=O)c1ccc(COc2ccc3c(C)cc(=O)oc3c2)cc1	-15%
O=C(Nc1ccc(Cl)c(Cl)c1)C1CCN(c2ncnc3nc[nH]c23)CC1	-5%
COC(=O)C1CCN(Cc2cc(=O)oc3cc(C)c(Cl)c(C)c23)CC1	3%
O=C(NCC(c1ccco1)N1CCCC1)c1cc(=O)c2cc(Br)ccc2o1 (stereo not given)	2%
CCc1nc2c(c(-c3ccc(OC)cc3)n1)CCN([S+](=O)([O-])c1c(C)noc1C)CC2	8%[115 µM]
Cc1ccc(N2CC(NC(=O)Cc3ccc(F)cc3)CC2=O)cc1 (stereo not given)	4%
COc1cc(C2CC(=O)Nc3c2c(=O)nc(SC)n3C)cc(OC)c1OC (stereo not given)	-5%
COCCn1ccnc1C1CCCN(c2ncnc3c2CCC3)C1 (stereo not given)	16%
O=C(Nc1nccs1)C1c2ccccc2C(=O)N(C2CCCC2)C12CCCC2 (stereo not given)	-8%
COCCNC(=O)C[C@@H]1C[C@H]2O[C@H](CNC(=O)Nc3ccc(OC)cc3)[C@@H](O)[C@H]2O1	19%[86.2 µM]
CCOc1ccccc1NC(=O)N1C[C@H](Oc2cccnc2)C[C@@H]1C(=O)N1CCOCC1	31%[activator]
COc1cccc(C(=O)N2[C@@H]3CC[C@H]2CC(NC(=O)c2cnc(C)cn2)C3)c1 (stereo not given in full)	-1%
CCn1cc(C(=O)N2CCC3(CC2)CN(Cc2ccccc2)CC3CO)cn1 (stereo not given)	?
CCc1ccccc1NC(=O)C(=O)NCC(c1cccnc1)N1CCc2ccccc21 (stereo not given)	21%
O=C(Nc1ccc(F)cc1)[C@H](CSCc1ccccc1)N1Cc2ccccc2C1=O	?
Cc1ccc(Nc2ccc3cc(S(=O)(=O)N4CCCCC4)ccc3n2)cc1F	?
CCCNC(=O)C(C)NC(=O)c1cc(C2CC2)nc2c1cnn2C(C)C (stereo not given)	?
O=c1[nH]c2ccc(S(=O)(=O)N3CCN(c4ccc(F)cc4)CC3)cc2o1	9%
CN(C)C(=O)c1cccnc1OC1CCN(C(=O)c2ccccc2Br)C1 (stereo not given)	6%
O=C(NC(C(=O)N1CCOCC1)C1CCN(C(=O)c2cccc(F)c2)CC1)c1ccc2c(c1)OCO2 (stereo not given)	0%
COCCc1nncn1C1CCN(S(=O)(=O)c2cccc(C)c2)CC1	28%
Cc1ccc(-c2nc(Cn3nnc(-c4cccc(F)c4)n3)cs2)cc1	?
COCC(=O)N1CCN(Cc2noc(C(C)(C)C)n2)CC1	-9%
COc1cccc(CC(=O)Nc2ccc3c(c2)CN(Cc2cccc(OC)c2OC)C(=O)CO3)c1	-7%
Cn1c(=O)c2[nH]c(CN3CCN(c4ccc(F)cc4)CC3)nc2n(C)c1=O	0%
COc1ccccc1C(=O)N/C(=C\c1cn(S(=O)(=O)N(C)C)c2ccccc12)C(=O)NCCO	-9%
Going on with the list.
SMILES	KDM5B inhibitor
N#Cc1c(SCC(=O)O)nc2c(c1-c1cccs1)CCCC2	-11%
c1ccc(CSc2ncn(-c3nc(N4CCCCC4)nc(N4CCCCC4)n3)n2)cc1	13%
COc1ccc(NC(=O)NNC(=O)C(C)Oc2ccc(C(C)C)cc2)c(OC)c1 (stereo not given)	17%
CC(C)NC(=O)C(Cc1ccccc1)NC(=O)c1ccccc1 (stereo not given)	13%
COCCN1C(=O)c2ccccc2C(C(=O)NCCc2ccc(Cl)cc2)C12CCCC2 (stereo not given)	-7%
CN(C)C[C@@H]1CN(C)C[C@H]1NC(=O)c1nn(C)c2ccccc12	32µM*
COCC(C)Nc1nc(-c2ccsc2)nc2ccccc12 (stereo not given)	8%
COc1ccc(-c2cc(-c3ccc4c(c3)NC(=O)CO4)nc3c2COc2ccc(C)cc2-3)cc1	-8%
COC[C@@H]1CN(C(=O)CCn2cc(C)cn2)C[C@H]1c1ccncc1	19%
O=C(NCCc1noc(-c2cccnc2)n1)NC1CCCCC1	-14%
COc1ccc(-c2cc(C(C)=O)c(C)n2CCC(=O)Nc2cccc(C)c2C)cc1	?
Cc1ccc2c(c1)C(Cc1ccccc1F)C(=O)N2 (stereo not given)	2%
CCC1S/C(=N/N=C/c2ccco2)N(Cc2ccccc2C)C1=O (stereo not given)	-28%
CCc1noc(-c2cn(C3CCN(C(=O)c4ccc(OC(F)(F)F)cc4)CC3)nn2)n1	-4%
CC(C)(C)c1ncc(C(=O)N2CCc3[nH]cnc3C2c2ccccn2)c(=O)[nH]1 (stereo not given)	?
CCOc1ccccc1NS(=O)(=O)c1ccc(-c2cc(C(F)(F)F)on2)s1	-22%
CC[C@H]1CN(S(=O)(=O)c2c(C)noc2C)CC[C@H]1CC(=O)NCc1ccc(F)cc1	-5%
CC1C/C(=N/NC(=S)NC2CCCCC2)CC(C)(C)C1 (stereo not given)	17%
Cc1nc2nc(SCC(=O)N(C)Cc3ccccc3)nn2c(C)c1Cc1ccccc1Cl	?
O=C1CCCCC(Cc2ccccc2)(C(=O)Nc2ccc(F)cc2)N1 (stereo not given)	20%
CN1C(=O)c2cccn2CC1CNS(=O)(=O)Cc1ccccc1 (stereo not given)	-26%
CC(C)(C)C1CCc2c(sc(NC(=O)c3cc(-c4ccc(F)cc4)on3)c2C#N)C1 (stereo not given)	?
O=C(Nc1nnc(Cc2ccccc2)s1)C1CC(=O)N(c2n[nH]c3cccc(F)c23)C1 (stereo not given)	?
CC(C)NC(=O)N1CNC(=O)C12CCN(C(=O)CN)CC2	?
CC1=C(C(=O)OCC2CCCCC2)C(c2ccc(Cl)cc2)CC(=O)N1 (stereo not given)	-22%
CC(C)(C)c1nnc(NC(=O)CS(=O)(=O)Cc2ccccc2)s1	3%
